Assay outcomes as filed in PubChem.
PfGluPho inh = PfG6PD (Plasmodium falciparum) enzyme inhibition; PfGluPho enzyme, NADPH resazurin-diaphorase fluorescence; inhibition, % at 20 µM; hit rate 0.78% among 350,000; AID 504690;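 active = inhibition reaching at least a set limit at 20 µM in the primary screen, cut at about 59% in these data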;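 note: 0% = DMSO wells with substrate and 100% = DMSO wells lacking glucose-6-phosphate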
SENP7 block = SENP7 protease inhibition | inhibition, % at 5 µM | Q9BQF6 | recombinant SENP7, Z-RLRGG-aminoluciferin luminescence, 40 min | hit rate 1.5% among 330,000 | AID 434973;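 active = inhibition above about 50% at the single test dose, limit read from the data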;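 note: plate controls were DMSO with enzyme for no effect and no enzyme buffer wells for full effect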
Target sequence (Q9BQF6 706-1050 limits assumed): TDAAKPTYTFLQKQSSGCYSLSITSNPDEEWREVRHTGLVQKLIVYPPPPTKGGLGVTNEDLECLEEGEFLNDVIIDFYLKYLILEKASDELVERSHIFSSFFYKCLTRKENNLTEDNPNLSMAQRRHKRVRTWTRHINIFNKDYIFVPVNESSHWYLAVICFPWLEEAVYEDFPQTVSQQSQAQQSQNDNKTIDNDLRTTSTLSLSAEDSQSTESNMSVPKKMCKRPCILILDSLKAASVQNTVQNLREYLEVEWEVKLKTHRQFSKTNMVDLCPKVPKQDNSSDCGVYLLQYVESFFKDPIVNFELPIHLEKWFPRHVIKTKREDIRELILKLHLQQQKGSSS
HKDC1 inh = blocks human hexokinase HKDC1 activity; recombinant HKDC1, G6PDH/diaphorase resazurin coupled fluorescence; inhibition, % at 20 µM; hit rate 0.16% among 340,000; Q2TB90;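 active = inhibition above about 35% when tested at 20 µM, limit read from the data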;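 note: plate controls were DMSO wells with enzyme for no effect and DMSO wells lacking enzyme for full effect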
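Test system: recombinant HKDC1 (HK5) hexokinase enzyme, produced in-house; Amount: enzyme 5 µg/mL final; Buffer or medium: Tris pH 8.0 buffer with MgCl2, Tween-20, BSA, BME; Reagent: glucose and ATP substrates; Doses: 20 µM test compound, 1% DMSO; Incubation: 90 min reaction incubation at room temperature, dark; Detection: resorufin fluorescence at 613 nm.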
SENP8 inh = SENP8 (human) protease inhibition | hit rate 0.64% among 360,000 | recombinant SENP8, Nedd8 substrate fluorescence | inhibition, % at 20 µM | AID 602440 | Q96LD8; in the data active = inhibition mostly above about 40%, no sharp cut-off; inactive = mostly below about 27%
Target sequence (Q96LD8 whole entry, looked up): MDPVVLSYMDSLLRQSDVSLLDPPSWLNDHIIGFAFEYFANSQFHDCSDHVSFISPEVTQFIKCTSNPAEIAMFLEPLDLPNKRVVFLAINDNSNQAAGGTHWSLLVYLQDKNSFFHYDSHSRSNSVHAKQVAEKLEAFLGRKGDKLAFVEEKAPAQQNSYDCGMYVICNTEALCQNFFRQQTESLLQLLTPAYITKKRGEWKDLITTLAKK
MPTP block = blocks calcium-induced mitochondrial swelling | hit rate 1.4% among 360,000 | isolated mouse mitochondria, Ca2+ swelling absorbance, 30 min | inhibition, % at 10 µM | AID 602449;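 active = inhibition of 50% or more, scaled per plate between neutral and stimulator controls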;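 note: 0% = DMSO wells given calcium and 100% = 1 mM EGTA wells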
GRIN3A LBD mod = modulates the human NR3A ligand-binding domain. Tm shift relative to glycine control, % at 25 µM. NR3A LBD differential scanning fluorimetry, Tm shift; 0% = protein alone, 100% = glycine-bound protein. hit rate 2.5% among 340,000;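 active = melting temperature shift of at least 10% of the positive control shift, at one fixed dose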
ATG4B inh = ATG4B (human) cysteine protease inhibition; AID 504462; hit rate 0.51% among 340,000; ATG4B cleavage of LC3-PLA2, NBD-HPC fluorescence, 1 h; inhibition, % at 8.33 µM; Q9Y4P1; in the data active = inhibition above about 40%
SENP6 block = blocks the human protease SENP6; AID 2599; Recombinant SENP6 catalytic domain, aminoluciferin luminescence; hit rate 1.8% among 330,000; Q9GZR1; inhibition, % at 10 µM;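 active = inhibition above about 50% at the single tested dose, limit read from the data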;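 note: plate controls were DMSO wells with enzyme for no effect and DMSO wells lacking enzyme for full effect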
Target sequence (Q9GZR1 628-1112 limits assumed): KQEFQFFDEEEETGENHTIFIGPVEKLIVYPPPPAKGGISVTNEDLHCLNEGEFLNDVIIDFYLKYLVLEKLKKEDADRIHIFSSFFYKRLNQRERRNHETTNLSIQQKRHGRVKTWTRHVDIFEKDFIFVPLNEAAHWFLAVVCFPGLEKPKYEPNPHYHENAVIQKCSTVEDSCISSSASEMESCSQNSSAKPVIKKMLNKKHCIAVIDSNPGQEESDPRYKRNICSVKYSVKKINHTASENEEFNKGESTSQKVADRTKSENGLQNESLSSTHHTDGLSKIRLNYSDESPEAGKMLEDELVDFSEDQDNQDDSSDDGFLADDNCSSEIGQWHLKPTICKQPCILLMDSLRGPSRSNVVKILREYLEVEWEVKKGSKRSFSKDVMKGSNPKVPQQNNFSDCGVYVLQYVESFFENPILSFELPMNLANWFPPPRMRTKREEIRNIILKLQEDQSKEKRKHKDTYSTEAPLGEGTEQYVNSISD
* = called active by the depositor; i = inactive; x = no result given; & = joins results of further samples. Outcome played no part in choosing rows. Share with any hit: about 6.9%.

SMILES | PfGluPho inh | SENP7 block | HKDC1 inh | SENP8 inh | MPTP block | GRIN3A LBD mod | ATG4B inh | SENP6 block
O=C(CCNS(=O)(=O)c1ccc(Br)s1)Nc1ccc(Cl)cc1 | 8 | -10 | -1 | 3 | 36 | -4 | -24 | -9
COc1ccc(C)cc1NC(=O)CN1C(=O)CSc2ccc(S(=O)(=O)N3CCCC3)cc21 | -2 | 3 | -6 | 12 | -3.0 | -4 | -9 | 4
COC(C(=O)Nc1ccnn1C1CCN(Cc2ccc(Cl)s2)CC1)c1ccccc1 (configuration not stated) | 16 | -1 | 0 | 7 | 0.5 | -1 | -9 | 11
Cn1c(=O)c(NC(=O)c2ccccc2)c2n(c1=S)CCCCC2 | -5 | 8 | -1 | -1 | 0.3 | -2 | -9 | 3
Cc1ccc(S(=O)(=O)C2(C(=O)Nc3ccc4c(c3)OCO4)CC2)cc1 | 9 | 1 | 7 | 0 | -0.7 | -1 | 1 | 2
O=c1cc(O)c2sc(Nc3ccc(Cl)c(F)c3)nc2[nH]1 | 30 | -1 | 39* | -44 | 3.3 | 1 | 14 | -27
C#Cc1ccc([C@@H]2C=C(C(=O)NCc3ccccc3)O[C@H](OCc3ccc(CO)cc3)C2)cc1 | 19 | -13 | 6 | -36 | -2.8 | -33 | 17 | -22
CN(C)C(CNC(=O)c1ccc2[nH]c(=O)c(=O)[nH]c2c1)c1ccco1 (configuration not stated) | -3 | 1 | 2 | i | 0.6 | -3 | -3 | -3
O=C(NC(=S)NCCN1CCOCC1)c1cccc(Cl)c1 | -19 | 3 | 6 | 4 | -0.8 | -2 | -7 | 4
O=c1[nH]c(=O)n(Cc2ccco2)c2c1C(C(F)(F)F)(C(F)(F)F)N=C(c1ccc(F)cc1)N2 | 4 | -4 | -10 | 2 | 28 | 2 | -7 | -8
O=c1n(Cc2ccccc2Cl)nc2n1-c1ccccc1SC2 | -3 | 6 | -3 | 5 | 1.7 | 0 | 52* | 5
CSC(=NC1CCCCC1)NS(=O)(=O)c1ccccc1 | 1&-9 | 0 | -1&-5 | 14&9 | -1.8&-0.2 | -1&0 | -10&-6 | -11
COc1ccc(Sc2cc(C(F)(F)F)nc(-c3ccccn3)n2)cc1 | -5 | -8 | 1 | 31 | 7.1 | 2 | 16 | -16
Cc1cc(NC(=O)COC(=O)c2cnccn2)ccc1Br | -12 | 1 | 6 | -5 | -0.2 | -1 | -5 | 0
CC(=O)Nc1cccc(NC(=O)c2ccc(COc3ccccc3)cc2)c1 | 3 | 13 | -6 | 13 | 0.8 | -3 | -4 | 2
CCOC(=O)NC(=S)Nc1ccc(C(C)(C)C)cc1 | 16 | -4 | -1 | 14 | 0.7 | 2 | -6 | -7
COc1ccc(-c2csc(-c3cc4ccccc4oc3=N)n2)cc1 | 5 | 7 | -4 | -135 | -4.0 | -3 | -4 | -9
COc1ccc2c(C)cc(SCC(=O)Nc3c(C)n(C)n(-c4ccccc4)c3=O)nc2c1 | -23 | 0 | -10 | -11 | -5.5 | 0 | -3 | 3
O=C(CSc1nnc(CNC(=O)c2ccccc2)o1)NCc1ccccc1Cl | 4 | 0 | -6 | 0 | -3.2 | -1 | -3 | 2
Cc1noc(C)c1NC(=O)NCCN1CCN(Cc2ccccc2)CC1 | 10 | -12 | 1 | 6 | 1.3 | 0 | -5 | -27
CC(=O)Oc1ccc(S(=O)(=O)c2ccc(OC(C)=O)cc2)cc1 | -39 | -9 | -4 | 9 | 3.0 | -1 | 1 | 13
CC(C)C(=O)Nc1cccc(COc2ccccc2CN(Cc2ccccc2)C(=O)OC(C)(C)C)c1 | -30 | x | 8 | 10 | 0.1 | -5 | x | x
COC(=O)c1ccc(-c2ccc(/C=N/N3C(=O)C4C5C=CC(CC5)C4C3=O)o2)cc1 (configuration not stated) | 0 | -1 | 8 | -411 | 3.4 | 0 | -2 | -3
C=CCn1c(SCC(=O)NCCCC)nc2scc(-c3ccco3)c2c1=O | 46 | -7 | 6 | -92 | -6.4 | -6 | 28 | -21
COc1cc(CNCCc2ccc(S(N)(=O)=O)cc2)ccc1OCC(=O)N1CCCCC1 | -6 | -10 | 6 | 10 | 3.2 | -1 | -6 | -17

Results in MPTP block, SENP8 inh and HKDC1 inh (3 entries from above):
structure	MPTP block	SENP8 inh	HKDC1 inh
CN(C)C(CNC(=O)c1ccc2[nH]c(=O)c(=O)[nH]c2c1)c1ccco1 (configuration not stated)	0.6	i	2
O=C(NC(=S)NCCN1CCOCC1)c1cccc(Cl)c1	-0.8	4	6
O=c1[nH]c(=O)n(Cc2ccco2)c2c1C(C(F)(F)F)(C(F)(F)F)N=C(c1ccc(F)cc1)N2	28	2	-10

Further compounds.
SMILES | PfGluPho inh | SENP7 block | HKDC1 inh | SENP8 inh | MPTP block | GRIN3A LBD mod | ATG4B inh | SENP6 block
COc1ccccc1C1=NOC(C)(c2sc(-c3ccc(Cl)cc3)nc2C)C1 (configuration not stated) | 22 | -3 | 4 | -33 | 1.3 | -18 | -9 | -10
O=c1c2c3c(sc2nc(NCCOCCO)n1Cc1ccco1)CCCCC3 | 5 | -1 | -6 | 7 | 1.5 | 0 | -7 | -13
CC1=C(C(=O)OCC2CCCO2)C(c2ccsc2)C2=C(CCCC2=O)N1 (configuration not stated) | -21 | 5 | -5 | -456 | 0.7 | 1 | -5 | 20
COc1ccc(C2(C)NC(=O)N(CC(=O)c3cc(C)n(C4CC4)c3C)C2=O)cc1OC (configuration not stated) | 8 | 3 | 2 | 2 | -0.4 | 4 | -15 | 4
CSCC[C@H](NC(=O)C1CCC(CNC(=O)[C@@H]2CCCN2C(=O)OC(C)(C)C)CC1)C(=O)O (some centres not stated) | -4 | -8 | -2 | 20 | -0.8 | 0 | 4 | -14
CCCc1nnc(NC(=O)CCC(=O)N2CCN(S(=O)(=O)c3ccc(F)cc3)CC2)s1 | 2 | 2 | 1 | 15 | 0.4 | 0 | -3 | 7
O=C(NNC(=O)c1cccs1)c1ccncc1 | -5 | -1 | 4 | 4 | 0.4 | -1 | 7 | -13
CC(C)NC(=S)N/N=C/c1ccc2c(c1)OCCO2 | -3 | 12 | 0 | 23 | -0.2 | -2 | -2 | 44
Cc1nn(CC(=O)N2CCN(c3ccccc3)CC2)c(C)c1[N+](=O)[O-] | -15 | -6 | -5 | 11 | 0.5 | 1 | -5 | -20
COc1cccc(S(=O)(=O)NCc2ccc(C(=O)Nc3ccc(Cl)c(Cl)c3)cc2)c1 | -4 | -14 | 0 | 8 | 2.2 | 25* | -9 | 0
O=C(CNC(=S)N(Cc1ccc(F)cc1)C1CCCCC1)NC1CC1 | 7 | -6 | -14 | 14 | -2.4 | -1 | -9 | -9
CC(=O)N1CCN(S(=O)(=O)c2cccc(C(=O)Nc3ccccc3N3CCCCC3)c2)CC1 | 0 | -21 | -1 | -6 | -1.2 | 3 | 0 | -13
NC(=O)c1ccc(-n2nnnc2SCc2ccc(F)cc2)cc1 | -8 | -8 | -4 | 22 | 0.4 | -3 | 29 | -15
COc1ccc(-c2[nH]ncc2CN2CCC(C(=O)c3ccc(F)cc3)CC2)cc1 | -4 | -6 | -6 | 8 | 0.6 | -7 | 3 | -7
COC(=O)C1=C(C)N(Cc2ccccc2)C(=NCc2cc(OC)c(OC)c(OC)c2)N[C@H]1c1ccc(Br)cc1 | 14 | -8 | 14 | -16 | 29 | -1 | -5 | -17
COc1cccc(/C=C/C(=O)OCC(=O)Nc2cccc(S(=O)(=O)N(C)C)c2)c1 | 4 | -6 | -1 | -259 | -1.2 | -6 | -18 | -4
Cc1cc(C(=O)COC(=O)C23CC4CC(CC(O)(C4)C2)C3)c(C)n1-c1c(C)n(C)n(-c2ccccc2)c1=O | -4 | -3 | -4 | 17 | 0.0 | -1 | 1 | 2
COc1ccc(Oc2cccc(Cl)c2CNC(=O)c2ccccc2C(=O)O)cc1 | -17 | 4 | -1 | 9 | 3.5 | 1 | -3 | 5
CN(CC(=O)Nc1cccc(F)c1)C(=O)CCCNC(=O)c1ccc(Cl)cc1 | 5 | -3 | -5 | 17 | -0.5 | 1 | -8 | -9
CCOCc1cnc(C)nc1NCC(=O)c1c(C)n(C)c2ccc(OC)cc12 | 5 | x | -8 | 1 | -2.8 | -2 | 4 | x
CN(C)/C=C/c1onc(-c2c(F)cccc2Cl)c1C#N | -17 | 6 | -4 | 1 | -0.6 | -1 | 6 | 4
CCOc1ccccc1C1C(C#N)=C(N)Oc2cc(N)ccc21 (configuration not stated) | 13 | -2 | 1 | -350 | -2.1 | 1 | -7 | 4
COc1cc(NS(=O)(=O)c2ccc(NC(=S)NC(=O)c3sc4cc(F)ccc4c3Cl)cc2)nc(OC)n1 | 10 | -3 | 1 | -3 | 3.8 | 17* | 10 | -10
CCOc1ccc(C(=O)Nc2ccccc2C(=O)O)cc1 | 50 | 16 | -6 | 8 | 0.8 | 2 | -1 | 61*
CCOC(=O)CNC(=O)N1c2ccccc2Sc2ccccc21 | 2 | -6 | -2 | 48* | 2.0 | 0 | -2 | -23

Carrying on.
SMILES | PfGluPho inh | SENP7 block | HKDC1 inh | SENP8 inh | MPTP block | GRIN3A LBD mod | ATG4B inh | SENP6 block
CC(C)N1C(=O)CCC1C(=O)NCc1ccccc1Cl (configuration not stated) | 2 | -9 | -3 | 7 | -1.3 | -2 | -10 | -3
Cc1cccc(-n2ccnc2SCC(=O)Nc2nnc(C)s2)c1 | -12 | -6 | 2 | 17 | 2.3 | 0 | -5 | -2
C=CCNC(=S)N/N=C/c1ccc(-c2cc(Cl)ccc2Cl)o1 | 6 | -1 | -2 | -332 | -1.5 | 0 | -4 | -4
COc1ccc(C(=O)NCC(=O)N/N=C/C(C)=C/c2ccco2)cc1OC | -2 | 0 | 0 | 24 | 0.0 | -1 | 23 | -16
COC(=O)CCC(=O)Nc1nccs1 | -2 | 15 | -5 | 3 | 0.8 | 1 | -5 | 7
Cc1oc(C(C)(C)C)cc1C(=O)N1CCN(c2ccc(C(F)(F)F)cn2)CC1 | 9 | -1 | 4 | -2 | 5.2 | -4 | 1 | 6
CCOC(=O)CNC(=O)c1sc(NC(=O)/C=C/c2ccccc2)nc1C | -6 | -2 | 12 | -121 | 0.4 | -1 | 13 | -2
Cn1c(O)c(/C=C2\C=Nc3ccccc32)sc1=Nc1ccc(C(=O)O)cc1 | -17 | -2 | 11 | 1 | 2.2 | -2 | 12 | -5
CCN1CCN(CCc2nc3cc(NC(=O)COc4ccc(Cl)cc4)ccc3n2C)CC1 | 5 | -6 | -4 | 5 | 2.1 | -1 | -8 | -24
CC(=O)N1c2ccc(S(=O)(=O)NCCc3ccc(Cl)cc3)cc2CC1C (configuration not stated) | -6 | 0 | -4 | 13 | -0.6 | 1 | -14 | -3
Clc1ccc(Sc2cc(Cl)c(-c3ccccc3)nn2)cc1 | 11 | 0 | 7 | 24 | -0.1 | -2 | -9 | 4
COc1ccc(CC(=O)NC(c2ccccc2)c2ccc(C)cc2)c(OC)c1 (configuration not stated) | 16 | 3 | -6 | 2 | 0.7 | 0 | -3 | 16
Nc1nc2n(n1)C(=O)CC(c1ccc(Cl)cc1)N2 (configuration not stated) | 2 | -4 | -10 | 1 | 0.6 | 0 | -5 | -34
CN1C(=O)N(C)c2ccc(Br)c3cccc1c23 | 11 | -5 | 7 | 9 | -0.1 | 0 | -7 | -4
CCOc1ccccc1N1CCN(C(=O)CNC(=O)c2sc3ccccc3c2Cl)CC1 | 3 | -2 | -4 | 3 | -0.5 | -7 | -10 | -3
CCOC(=O)c1cnc(-c2ccccc2)nc1Oc1ccc(Cl)cc1 | -4 | -6 | -8 | 17 | 1.8 | 1 | -9 | 2
CC(=O)c1ccc(N2CCN(C(=O)c3cc(-c4ccncc4)nc4ccc(Br)cc34)CC2)cc1 | 2 | -13 | 0 | 17 | -0.1 | -9 | 1 | -9
C/C(Cn1nnc2ccccc21)=N/OC(=O)c1c(F)cccc1F | -13 | 7 | 1 | 6 | -1.1 | 0 | -3 | 3
CCOc1cc(C=O)cc(Br)c1OCC(N)=O | 3 | 3 | 5 | 20 | -1.4 | 0 | -8 | -6
